Bioassay records: PubChem BioAssay, National Center for Advancing Translational Sciences (NCATS)
Tau ThT inhib – blocks human tau fibril formation measured by thioflavin T. P10636. recombinant tau K18 P301L, heparin-induced fibrillization, ThT fluorescence. Potency, µM (series often up to 57.4 µM), for the others: at the highest dose activity, negative = inhibition, hits mostly inhibitors. 270,000 compounds, 2.1% hits. AID 1460; note: % is set by controls: 0 for no effect and ±100 for the full control effect; nearly all actives have a fitted effect of over 55% in size
Target sequence (P10636 561-689 P618L limits assumed): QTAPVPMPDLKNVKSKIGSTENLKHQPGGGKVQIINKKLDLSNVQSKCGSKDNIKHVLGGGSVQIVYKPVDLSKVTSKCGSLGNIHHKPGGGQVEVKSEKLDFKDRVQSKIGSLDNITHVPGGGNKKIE
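Aggregation was driven by heparin (20 uM final) acting on recombinant tau […] bearing P301L in 100 mM sodium acetate pH 7; fibrils were detected with Thioflavin T.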
GLA spleen mod – inhibitors or activators of human alpha-galactosidase in spleen homogenate; human spleen homogenate, 4MU-alpha-Gal fluorescence, 40 min; AID 2107; Potency, µM (titrated, usually from 80 µM), for inactives: at the highest dose activity change, negative = inhibition, actives largely listed as inhibitors; 240,000 compounds, 0.008% hits; P06280;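 note: 0% = enzyme with vehicle and -100% = no enzyme basal signal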
Target sequence (P06280 32-429 limits assumed): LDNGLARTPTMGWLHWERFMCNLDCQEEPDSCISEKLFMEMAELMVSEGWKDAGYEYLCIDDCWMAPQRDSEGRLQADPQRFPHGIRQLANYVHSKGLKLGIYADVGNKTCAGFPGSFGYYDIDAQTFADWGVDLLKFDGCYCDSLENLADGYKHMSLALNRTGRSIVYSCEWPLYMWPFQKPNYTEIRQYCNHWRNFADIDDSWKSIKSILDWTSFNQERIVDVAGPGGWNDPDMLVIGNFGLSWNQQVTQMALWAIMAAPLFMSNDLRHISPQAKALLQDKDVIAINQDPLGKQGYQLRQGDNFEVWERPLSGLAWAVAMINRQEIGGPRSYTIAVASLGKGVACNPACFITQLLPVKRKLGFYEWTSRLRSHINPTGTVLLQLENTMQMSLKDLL
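Human spleen homogenate (1 ug) was the enzyme source, with 4-methylumbelliferyl-alpha-D-galactopyranoside (1 mM final) in pH 5.0 citrate buffer with 0.01% Tween-20. Compounds were titrated; after 40 min at 37C, NaOH/glycine stop, 4-MU fluorescence read; AC50 from Hill fits.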
aGlu spleen mod – lysosomal alpha-glucosidase (human) modulation. P10253. human spleen homogenate, 4-MU-alpha-glucoside fluorescence. Potency, µM (series often up to 79.9 µM), for inactives: top-dose activity change, negative = inhibition, actives largely listed as inhibitors. 240,000 compounds, 0.006% hits. AID 2112;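 note: 0% = enzyme with vehicle and -100% = no enzyme basal signal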
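Enzyme source: human spleen homogenate, 1 ug/well. Buffer 50 mM citric acid/K phosphate pH 5.0, 0.01% Tween-20. 4-MU-alpha-glucoside 1 mM; 37 C x 40 min; NaOH/glycine stop; fluorescence.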
GAA glycogen – GAA glycogen-cleavage inhibition or activation; 300,000 compounds, 0.38% hits; recombinant GAA, glycogen substrate, Amplex Red glucose oxidase fluorescence; Potency, µM (series often up to 76.4 µM), inactives show at the top dose activity change, negative = inhibition, most hits filed as inhibitors; P10253;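 note: 0% = full enzyme reaction and -100% = no-enzyme basal signal; the screen sought inhibitors and activators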
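qHTS, 1536-well; enzyme 4 nM final; cpd up to 77 uM; substrate bovine liver glycogen 30 ug; 50 mM citrate/phosphate pH 5.0, 0.01% Tween-20; 37 C, 40 min; Amplex Red detection 45 min RT; Hill fit → AC50.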
Tau fluor cs – counter-screen for tau fibril formation inhibitors; AID 1463; Potency, µM (doses to about 57.7 µM), for the others: at the highest dose activity change, negative = decrease; 280,000 compounds, 0.93% hits; tau K18 P301L Alexa594 fluorescence, heparin fibrillization; note: % is set by controls: 0 for no effect and ±100 for the full control effect; nearly all actives have a fitted effect of over 55% in size
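Human K18 P301L tau (15 uM unlabeled plus 0.24 uM Alexa 594-labeled, final) in 100 mM sodium acetate pH 7 was mixed with compound and 20 uM heparin and incubated 6 hr at 37 C.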
GAA inhib – alpha-glucosidase (human) inhibition; P10253; purified human GAA, 4-MU-alpha-glucoside fluorescence; Potency, µM (doses to about 76.9 µM), without a hit: at the highest dose activity change, negative = inhibition, most hits filed as inhibitors; 200,000 compounds, 0.005% hits; AID 1466;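 note: plate controls were uninhibited enzyme wells for no effect and no-enzyme background for full effect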
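Human enzyme at 4 nM with 400 uM 4-methylumbelliferyl-alpha-D-pyranoside, citrate/phosphate buffer pH 5.0, 0.005% Tween-20, 20 min at room temperature. Compounds up to 77 uM. 4-MU fluorescence (Ex 365/Em 440) read after NaOH/glycine stop; AC50 from Hill fit.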
Tau fibril FP – blocks human tau fibril formation measured by polarization; P10636; K18 P301L tau heparin fibrillization, Alexa594 FP, 6 h; Potency, µM (top dose mostly 57.7 µM), without a hit: at the highest dose activity, negative = inhibition, most hits filed as inhibitors; 280,000 compounds, 0.39% hits; note: % is set by controls: 0 for no effect and ±100 for the full control effect; nearly all actives have a fitted effect of over 55% in size
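Heparin (20 uM) drove fibril formation of recombinant tau K18 P301L, 15 uM unlabeled with 0.24 uM Alexa 594 label, for 6 hr at 37 C in 100 mM sodium acetate pH 7. Fluorescence polarization (555/632 nm) read 1 hr after 30 uM ThT.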
HTT cytoprotect – Huntington cell model cytoprotection by ATP luminescence. 230,000 compounds, 0.14% hits. Potency, µM (titrated, usually from 56.4 µM), without a hit: cytoprotection (ATP increase), most hits filed as activators. AID 1471. PC12 HTT-Q103 induced, cytoprotection, ATP luminescence, 40 h;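 note: % of control where 0% means no effect; nearly all actives have a fitted effect of over 45% in size; toxic huntingtin expression switched on by the ecdysone agonist tebufenozide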
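ATP quantification (ATPlite) reports survival of PC12 cells in which tebufenozide, 100 nM final, switches on Htt exon 1 with 103 glutamines linked to GFP; compounds are titrated.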
Starred values were filed as active, the others as inactive; ? = inconclusive; · = not tested or not shown; [ ] = remark or other dose. Calls come from the whole dose curve; as a rule, active = well fitted curve in the direction sought with a large enough effect; inconclusive = small, poorly fitted or top-dose-only effect, or another doubt; inactive = no such curve, though single readings can be large; an effect the other way counts as inactive or inconclusive. Potency is the fitted concentration of half-maximal effect.

SMILES	Tau ThT inhib	GLA spleen mod	aGlu spleen mod	GAA glycogen	Tau fluor cs	GAA inhib	Tau fibril FP	HTT cytoprotect
CCCCN(CCCNC(=O)c1cc(Nc2ccc(OC)c(OC)c2)nc2ccccc12)c1ccccc1	-16.0%	·	·	2.2%[76.3 µM]	7.08µM*[quencher]	·	11.6%	·
O=C(/C=C/c1ccccc1)NC(N1CCOCC1)C(Cl)(Cl)Cl (stereo unspecified)	-8.3%	1.3%	-13.0%	-7.9%	-11.0%	13.2%	4.5%[2.34 µM]	10.8%[10 µM]
COc1ccc(-c2c(-c3ccc(O)cc3O)n[nH]c2C(F)(F)F)cc1	-16.6%	-6.1%	0.8%	-16.2%	11.2µM*[quencher]	0.9%	5.4%	5.7%[10 µM]
CCOC(=O)CN1C(=O)C(O)(CC(=O)c2ccco2)c2ccccc21 (stereo unspecified)	-5.1%	0.5%	0.1%	-6.6%	3.4%	0.4%	-3.6%	0.3%
COCCOc1ccc(C(F)(F)F)cc1NC(=O)c1ccc(C(F)(F)F)cc1	1.9%	-1.4%	-13.1%	-11.4%	-6.5%	-2.0%	-5.2%	13.8%[10 µM]
COc1ccc(S(=O)(=O)NNC(=O)c2ccc(-n3c(C)ccc3C)cc2)cc1	?	-3.3%	-2.6%	-1.4%	-15.1%	1.0%	-9.4%	20.7%[10 µM]
S=C(Nc1ccccc1)N1CCC(C2CCN(C(=S)Nc3ccccc3)CC2)CC1	-9.3%	4.5%	-0.3%	-8.1%	-3.3%	0.2%	0.1%	15.9%[10 µM]
CCOc1ccc(-n2c(SCC(=O)Nc3ccc(Br)cc3)nc3n[nH]c(C)c3c2=N)cc1	-8.6%	-1.9%	-5.3%	-6.9%	-25.2%	3.4%	?	-62.2%[inhibitor]
Cc1ccc(S(=O)(=O)CCC(=O)OCc2ccc(S(=O)(=O)C(C)C)cc2)cc1	-2.5%	1.7%	0.3%	-5.8%	-3.3%	5.9%	2.4%	-41.0%
COc1ccccc1-c1nc2c(c(SCc3cccc(Cl)c3)n1)Cc1c(CO)cnc(C)c1O2	5.4%	·	·	14.8%[76.3 µM]	3.2%	·	4.6%	·
COCCNC(=O)CN1CCC(n2c(C)nc3cc(C(F)(F)F)ccc32)CC1	-4.1%	-1.6%	-2.7%	1.6%	-5.6%	0.4%	-0.5%	2.3%
O=C(NCc1cccnc1)C(=O)N/N=C/c1ccc([N+](=O)[O-])cc1	-9.5%	5.5%	0.7%	-1.2%	-1.8%	-11.3%	-3.2%	·
CCOc1ccc(NC(=O)/C=C/c2ccc(OC)cc2)c([N+](=O)[O-])c1	?	-9.8%	-0.8%	2.5%	-0.9%	2.4%	-0.9%	4.5%[10 µM]
CO[C@@H]1O[C@@H]2COC(c3ccccc3)O[C@@H]2[C@@H](OC)[C@@H]1O (stereo partly specified)	-5.4%	17.9%	10.6%	6.4%	-4.9%	8.1%	2.3%	3.6%[10 µM]
C=CCNC(=O)C1CCN(c2nc(C)cc(-c3ccccc3)n2)CC1	-9.2%	7.6%	8.0%	-3.8%	-4.5%	-0.7%	-1.5%	-3.1%[10 µM]
COc1ccccc1CNC(=O)c1ccc2c(c1)N(Cc1cccc(C)c1)C(=O)c1ccccc1S2(=O)=O	4.3%	·	·	-0.6%[76.3 µM]	-20.8%	·	?	·
O=C(NC(=S)NNC(=O)c1cnccn1)c1ccc(Cl)cc1	·	-10.9%	0.6%	-7.3%	?	·	-5.1%	-18.8%[10 µM]
O=S(=O)(NCC(c1cccnc1)N1CCN(c2ccccc2)CC1)c1cc(F)ccc1F (stereo unspecified)	-18.0%	4.3%	1.4%	-13.9%	-12.9%	-4.8%	4.2%	2.2%[10 µM]
CC(=O)c1cc2c(cc1NC(=O)c1ccccc1C)OCO2	2.4%	-1.8%	6.4%	-0.9%	4.3%	?	1.8%	-13.1%[1.9 µM]
CC1=NN(C(=O)c2ccccc2Cl)C(O)(c2cccnc2)C1 (stereo unspecified)	-6.5%	11.4%	4.7%	-0.9%	1.6%	7.6%	1.8%	·
Cc1nn(-c2ccccc2)c(Cl)c1/C=N/NC(=O)C1COc2ccccc2O1 (stereo unspecified)	?	-10.0%	-3.5%	0.6%	-5.0%	?	4.9%	8.5%[10 µM]
CC1=C(C(=O)OC2CCCC2)C(c2coc3ccccc3c2=O)C2=C(CCCC2=O)N1 (stereo unspecified)	-7.4%	1.6%	5.5%	-11.2%	-15.4%	-5.4%	2.8%	-27.5%
Cc1cccc(C)c1NC(=O)N1CCCCCCC1	0.7%	1.0%	-0.6%	4.7%	-0.1%	-26.7%	-2.5%	-35.5%[inhibitor]
COc1cccc(CN2CCNC(=O)C2CC(=O)NCCOc2cccnc2)c1OC (stereo unspecified)	-14.7%	4.6%	0.8%	-3.3%	-8.8%	3.0%	-5.3%	8.4%[10 µM]
CSc1ccccc1C(=O)Nc1cccc(C(C)=O)c1	0.1%	-2.1%	-3.7%	6.4%	-5.0%	0.8%	-3.3%	7.8%

By substructure: those above containing two or more sulfur atoms.
SMILES	Tau ThT inhib	GLA spleen mod	aGlu spleen mod	GAA glycogen	Tau fluor cs	GAA inhib	Tau fibril FP	HTT cytoprotect
S=C(Nc1ccccc1)N1CCC(C2CCN(C(=S)Nc3ccccc3)CC2)CC1	-9.3%	4.5%	-0.3%	-8.1%	-3.3%	0.2%	0.1%	15.9%[10 µM]
Cc1ccc(S(=O)(=O)CCC(=O)OCc2ccc(S(=O)(=O)C(C)C)cc2)cc1	-2.5%	1.7%	0.3%	-5.8%	-3.3%	5.9%	2.4%	-41.0%

The main list resumes, repeating the 2 entries before the break.
SMILES	Tau ThT inhib	GLA spleen mod	aGlu spleen mod	GAA glycogen	Tau fluor cs	GAA inhib	Tau fibril FP	HTT cytoprotect
COc1cccc(CN2CCNC(=O)C2CC(=O)NCCOc2cccnc2)c1OC (stereo unspecified)	-14.7%	4.6%	0.8%	-3.3%	-8.8%	3.0%	-5.3%	8.4%[10 µM]
CSc1ccccc1C(=O)Nc1cccc(C(C)=O)c1	0.1%	-2.1%	-3.7%	6.4%	-5.0%	0.8%	-3.3%	7.8%
Cc1ccc(-c2nnc(SCC(=O)N/N=C/c3ccc(C)s3)n2-c2ccc(C)cc2)cc1	-10.2%	-17.2%	-22.7%	-4.2%	-24.0%	?	-4.6%	-0.7%[10 µM]
CCOc1ccc(-c2nnc(SCC(=O)Nc3ccc(C)cc3C)o2)cc1	16.2%	·	·	8.6%[76.3 µM]	1.0%	·	-10.0%	·
C/C=C\C(=O)Nc1cccc(C2=NOC3(C2)C[C@H](C(N)=O)N(C(=O)[C@H]2CCC(=O)N2)C3)c1 (stereo partly specified)	-0.4%	-2.0%	-1.6%	5.2%	2.2%	·	-0.7%	8.8%[10 µM]
Cc1ccc2occ(-c3cc(-c4ccccc4)nc4c3COc3ccccc3-4)c(=O)c2c1	2.0%	·	·	12.3%[76.3 µM]	-4.9%	·	-19.6%	·
Cc1ccc2oc(-c3ccc(C)c(NC(=O)Cc4cccs4)c3)nc2c1	-10.7%	5.6%	-3.0%	5.1%	-0.4%	-0.3%	-4.0%	-23.7%
Cc1ccc(-n2cccn2)c(CN2CCCC(CNC(=O)c3ccc(F)cc3)C2)c1 (stereo unspecified)	-1.4%	-0.5%	0.9%	21.2%	3.4%	14.2%	-1.1%	-9.6%[10 µM]
Cn1cnnc1SCc1ccc(C(=O)N=Nc2c(O)n(Cc3ccc(Cl)cc3)c3ccccc23)cc1	?	-7.6%	-10.0%	9.8%	-17.1%	4.6%	-0.3%	·
CC1=C(C(=O)Nc2ccccn2)C(c2ccc(Br)cc2)n2ncnc2N1 (stereo unspecified)	-6.3%	1.7%	-4.7%	-15.6%	-10.4%	-2.9%	-9.6%	-11.7%
Cc1ccc(NC(=S)N(CCCN2CCOCC2)Cc2ccccn2)cc1	4.8%	-1.6%	-3.9%	6.4%	14.0%	1.0%	1.5%	·
CC(C)(C)NC(=O)COc1ccc(CNCc2cccs2)cc1	-2.4%	1.5%	-7.7%	12.9%	7.9%	?	0.1%	-5.3%
COc1ccc(-c2noc(CNC(=O)COc3cccc(C)c3C)n2)cc1	-17.4%	·	·	9.0%[76.3 µM]	-27.9%	·	12.9%	·
Cc1ccc(C(=O)O)cc1NC(=O)CCc1ccccc1	-7.4%	6.0%	-1.8%	-7.5%	-4.6%	-1.6%	-7.1%	?
COC(=O)c1sc(NC(=S)NC(=O)c2ccc(F)cc2)nc1C	-10.7%	6.0%	1.8%	2.7%	-10.7%	1.7%	-8.1%	-32.7%[inhibitor]
O=C(CSc1nc2ncc(Br)cc2[nH]1)c1cccc([N+](=O)[O-])c1	?	1.5%	-5.8%	0.7%	?	-2.8%	1.7%	-10.4%[10 µM]
Cc1ccc(C(=O)Nc2ccnc(-c3ccncc3)n2)cc1	-7.3%	-6.6%	-1.8%	20.0%	-6.1%	-4.4%	-2.2%	-10.1%
O=C(Nc1ccccc1)Nc1cccc2nsnc12	?	-10.2%	-5.3%	0.9%	19.1%	7.2%	9.0%	-25.6%[10 µM]
Cc1cc(C)nc(N/N=C/c2ccccc2OCc2ccc(Cl)cc2)n1	-15.3%	7.1%	2.6%	-8.4%	-14.3%	0.4%	0.3%	29.3%[10 µM]
COc1ccc(C2=C/C(=C/c3cccnc3)C(=O)O2)cc1OC	-11.1%	-5.6%	-12.1%	-1.0%	-2.2%	-7.3%	-6.0%	?
O=S(=O)(CCSc1nc2ccccc2o1)c1nc2ccccc2s1	?	7.1%	4.7%	-3.4%	-14.1%	-2.4%	1.7%	?
[O-]/[N+](=C\C=C\c1ccccc1)c1ccccc1	-14.5%	2.5%	4.2%	5.1%	-15.6%	·	2.7%	-6.5%[10 µM]
Cc1nnc(Oc2ccccc2F)c2ccccc12	-7.3%	-3.5%	0.9%	-0.1%	3.9%	-1.3%	-2.8%	-20.5%
CCOc1cccc(-c2nc(C(N)=O)c3[nH]c(=O)n(-c4cccc(Cl)c4)c3n2)c1O	-12.0%	-2.1%	1.7%	-8.3%	-7.3%	0.7%	-3.0%	-12.6%
